Screening results (PubChem)
TTR transcr act = activators of transthyretin transcription; SH-SY5Y TTR promoter Gaussia luciferase, luminescence; 100% = recombinant luciferase protein wells; activation, % at 16.7 µM; hit rate 1.3% among 92,000; AID 1117267;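 active means activation above the mean of all tested compounds plus 3 SD, cut at about 9.5% in these data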;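 further: cells exposed to compounds for one day before reading; 0% = median of all test compound wells on the plate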
Numbers without * were called inactive. Not all compounds are listed, so the mix of outcomes need not match the whole.

structure	TTR transcr act
COC(=O)Cc1cc(C)cc2c(=O)cc(-c3ccoc3)oc12	-0.6
C#CCCOC(=O)N1C2=NC(C(=O)OC)=C(C(=O)OC)[C@@H]3Nc4ccccc4[C@]23C[C@H]1C(=O)OC	-1.1
Cc1nnc(SC(C)C(=O)NC2CCCc3ccccc32)n1-c1ccccc1 (stereo not drawn)	2.6
COc1ccc(CNC(=O)C(c2ccco2)N(C(=O)Cc2cccs2)c2cccnc2)cc1 (stereo not drawn)	-0.1
CCn1cc(S(=O)(=O)NCCc2ccc(F)cc2)cn1	-1.9
CCOc1ccc(S(=O)(=O)NCCC(=O)N2CCCN(C)CC2)cc1	2.2
Cc1ccc(O)c(C(=O)c2cc(C#N)c(=O)n(-c3c(C)n(C)n(-c4ccccc4)c3=O)c2)c1	-1.1
Cn1nc(C(=O)OCCN2C(=O)c3ccccc3C2=O)c2ccccc2c1=O	1.4

Another view of some results above:
> COC(=O)Cc1cc(C)cc2c(=O)cc(-c3ccoc3)oc12
  TTR transcr act: -0.6

> C#CCCOC(=O)N1C2=NC(C(=O)OC)=C(C(=O)OC)[C@@H]3Nc4ccccc4[C@]23C[C@H]1C(=O)OC
  TTR transcr act: -1.1

Next part
structure	TTR transcr act
Cc1ccc(CN2CCN(/N=C/c3cc(Br)ccc3F)CC2)cc1	-0.5
Cc1ccc2nc(SCC(=O)N3CCC(C)CC3)nc(=O)n2c1	0.8
Cc1ccc(S(=O)(=O)n2cc(C=O)c3ccccc32)cc1	-0.6
CCCC(=O)C1=C(N2CCCCC2)CC(C)(C)C(C(=O)OC)C1=O (stereo not drawn)	0.5
CC(C)=CCc1c(O)c(CC=C(C)C)c2occ(-c3ccc(O)cc3)c(=O)c2c1O	-1.9
O=C(Nc1c(C(=O)N2CCOCC2)cnn1-c1ccccc1)c1ccccc1	1.2
NS(=O)(=O)c1ccc(N2CCN(S(=O)(=O)Cc3ccccc3)CC2)nc1	2.7
Cc1nc(-c2cccc(-c3noc(C)n3)c2)no1	1.5
OC1CCCC1NCc1ccnc2cc(Cl)ccc12 (stereo not drawn)	1.0
O=C(CCn1c(=O)c2sccc2n(Cc2cc(=O)n3ccccc3n2)c1=O)NCc1ccco1	0.6
COC(CNc1ccc([N+](=O)[O-])c(NCC(OC)OC)c1C#N)OC	0.7
O=C(NCCc1ccccc1)[C@@H]1CC=C[C@@H]2CCN(Cc3ccc(Cl)c(Cl)c3)C(=O)[C@@H]21	2.5
CCCOc1ccc(C(=O)NCC(C)(C)N2CCOCC2)cc1	-0.5
CCN1C[C@@H]2[C@@H]3C(=O)N(C)C(=O)[C@@H]3[C@](Cc3ccccc3)(C(=O)OC)N2C1=NC1CCCCC1	-0.8
Cc1ccc(CNC2CCCCC2)s1	3.5
CC(=O)Nc1ccc(NC(=O)CSc2nc3ccccc3c(=O)n2CCCN2CCOCC2)cc1	2.4
CCC(=O)N1c2ccccc2[C@@H](N(C(C)=O)c2ccccc2)C[C@H]1C	1.2
CCCCOc1ccc(-c2ncc([N+](=O)[O-])cn2)cc1	-2.2
CN(C)[C@H]1CCN(c2ccc3c(c2)O[C@@H]2CCN(C2)S3(=O)=O)C1	0.8
CCC(C)[C@H](NC(=O)N1CCCC1)C(=O)O (stereo partly drawn)	-1.5
COc1ccccc1-n1nnnc1SCC(=O)Nc1ccccn1	4.7
CC(=O)Nc1ccc(Nc2ccc3nonc3c2[N+](=O)[O-])cc1	5.2
O=C(Nc1ccc(Cl)cc1)[C@@H]1[C@@H]2C(=O)N(c3cccc(F)c3)C(=O)[C@@H]2[C@H]2C=CC=NN21	2.8
COCCn1c(=NC(=O)CSCC(=O)Nc2cc(C)on2)sc2cc(C(=O)OC)ccc21	1.4
COc1cc(NC(=O)c2ccc(OC)c([N+](=O)[O-])c2)ccc1NC(=O)c1ccco1	0.4
O=C(NCC1CCN(S(=O)(=O)c2ccccc2)CC1)Nc1ccccc1	0.5
CCCC(=O)C1=C(O)C(C(=O)OC)C(C)(C)CC1=Nc1ccncc1 (stereo not drawn)	-2.5
Cc1nc2ccc(NC(=O)c3ccc(Cl)c([N+](=O)[O-])c3)cc2s1	-1.0
COc1ccc(CN2CCCC(C(=O)Nc3cccc(-n4cccn4)c3)C2)cc1 (stereo not drawn)	0.1
Cc1cccc(N2CCN(C(=O)N3CCOCC3)CC2)c1C	0.9
CSc1nc2sc3c(c2c(=O)[nH]1)CCc1ccccc1-3	-0.6
COc1ccccc1C(=O)NNC(=O)c1cccc(Cl)c1	-1.0
CC1(C)Cc2c(c(-c3ccco3)nc3n[nH]c(N)c23)CO1	-2.1
COc1cccc(NC(=S)NNC(=O)C(C)n2nc(C)c([N+](=O)[O-])c2C)c1 (stereo not drawn)	-2.0
O=C(/C=C/c1cnc2ccccc2n1)NC12CC3CC(CC(C3)C1)C2	-0.8
CO[C@@H]1CN(C)C(=O)c2cc(NC(=O)Nc3ccc(Cl)cc3)ccc2OC[C@H](C)NC[C@H]1C	2.4
COCCCN(C(=S)Nc1cccc(Cl)c1)C(C)c1ccncc1 (stereo not drawn)	-0.7
c1ccc2c(c1)CC1(CCCC1)N=C2N1CCOCC1	-1.4
CC1CCCN(c2ccc(C(=O)Nc3nnc(C4CC4)s3)cc2[N+](=O)[O-])C1 (stereo not drawn)	0.8
Cc1ccc(S(=O)(=O)NCCC(=O)N2CCCC(C)C2)cc1 (stereo not drawn)	-0.5
COc1ccc(N(CC(=O)NC2CC3CCC2C3)S(=O)(=O)c2ccc(C)c([N+](=O)[O-])c2)cc1 (stereo not drawn)	1.5
Cc1cccc(NC(=S)NCCc2ccccn2)c1	0.6
CS(=O)(=O)N(CC(=O)NC1CCCCCC1)Cc1ccc(Cl)cc1	2.1
Cc1noc(COc2ccccc2OCC(O)CNC(C)(C)C)n1 (stereo not drawn)	6.2
Cc1cccc(N(CC(=O)NCCSCc2ccccc2)S(C)(=O)=O)c1C	-0.9
CN(CC(O)COc1ccc2ccccc2c1)C1CCCCC1 (stereo not drawn)	1.4
Cc1ccc2[nH]c3c(=O)n(N)c(=O)[nH]c3c2c1	-0.1
CN1CCN(S(=O)(=O)c2cccc(C(=O)Oc3ccccc3Cl)c2)CC1	-0.4

Continued:
molecule	TTR transcr act
CCC(=O)NC(NC(=S)Nc1c(C)n(C)n(-c2ccccc2)c1=O)C(Cl)(Cl)Cl (stereo not drawn)	4.3
Fc1ccc2nc(Nc3nc4c(F)cc(F)cc4s3)sc2c1	-1.8
O=C(O)CC(NS(=O)(=O)c1ccc2c(c1)OCCO2)c1ccccc1[N+](=O)[O-] (stereo not drawn)	-0.5
CCOc1ccc(/C=N/NC(=O)c2ccccc2NC(=O)c2ccc(OC)cc2)cc1	-1.4
CCc1c(C(=O)Nc2ccccc2)c(C)[nH]c(=S)c1C#N	0.1
N#Cc1ccc(OCC(=O)N2CCN(S(=O)(=O)c3cccs3)CC2)cc1	-1.2
CCOc1ccc(OCC)c(NC(=O)C2CCCN(S(=O)(=O)c3cccs3)C2)c1 (stereo not drawn)	-1.4
Cn1c(CCNC(=O)c2ccco2)nc2cc(NS(=O)(=O)c3ccc(Cl)cc3)ccc21	-2.1
COc1ccc(Cl)cc1NC(=S)N(Cc1cccnc1)Cc1ccco1	-1.0
CN1CCC(=O)N([C@H](CSc2ccccc2)Cc2ccccc2)CC1	4.3
C/C(=N\OCc1ccccc1C#N)c1cc2ccccc2o1	0.1
CC(C)NC(=O)Nc1ccc2c(c1)CC(=O)N([C@@H](C)CO)C[C@H](C)[C@@H](CN(C)C(=O)NC1CCCCC1)O2	1.0
C(=C\c1ccncc1)/c1ccncc1	-2.2
O=C(NCC1CC1)c1cccc2c1C(=O)c1ccc(-c3ccc(OC(F)(F)F)cc3)cc1S2(=O)=O	-1.9
Cc1sc2ncnc(N)c2c1C	-0.5
CCN(CC)S(=O)(=O)c1ccc(OC)c(NS(=O)(=O)Cc2ccccc2)c1	4.2
CC1CCN(c2nc3c(c(=O)[nH]c(=O)n3C)n2CCCc2ccccc2)CC1	0.9
CC(=O)c1cccc(NC(=O)c2cc(-c3cccs3)on2)c1	-2.1
CC1CN(C(=S)Nc2ccc(Br)cc2Cl)CC(C)O1 (stereo not drawn)	-0.1
Cc1cc(C(=O)NNC(=S)NCC(C)C)cs1	3.6
Cc1cccc(C(=O)OC(C)CN2CCOCC2)c1 (stereo not drawn)	-0.9
S=C(NC1CCCC1)N1CCN(C/C=C/c2ccccc2)CC1	-1.9
C=CCNC(=O)COC(=O)c1nc2nccc(C)n2n1	1.4
O=C(O)c1ccc(COc2ccc3c(c2)CCC3)cc1	-0.2
C#CCN(C[C@H]1[C@H](OC(=O)Nc2c(C)noc2C)[C@H](OC(=O)Nc2c(C)noc2C)C[C@@H](C(=O)OC)[C@H]1C(=O)OC)S(=O)(=O)c1ccc(C)cc1	1.0
N#Cc1ccccc1OCC(=O)NC1CCCCC1	0.5
CC(CC(=O)Nc1ccc(S(=O)(=O)N2CCOCC2)cc1)c1ccccc1 (stereo not drawn)	-2.3
CC(=O)Nc1ccc2c(c1)n(C)c(=O)n2C	-1.0
Cc1ccc(-c2csc(=S)n2CC(=O)OCC(=O)NC(C)C(C)C)cc1 (stereo not drawn)	-1.1
O=C(CN1CCCCCC1)Nc1ccc(Br)cc1Br	-0.9
c1ccc(CCNc2ccc3nncn3n2)cc1	5.0
CC(C)OC(=O)c1ccc(NC(=O)CSc2nc3ncccc3[nH]2)cc1	-3.5
Cc1ccccc1SCC(=O)OCC(=O)NCc1ccccc1	1.6
COc1cccc(CN(C(=O)c2ccc([N+](=O)[O-])cc2)C2CCS(=O)(=O)C2)c1 (stereo not drawn)	0.3
O=S(=O)(c1cccc(-c2n[nH]c(=S)n2-c2ccccc2Cl)c1)N1CCOCC1	0.5
Cc1cc(CN2CCCC(CO)(Cc3cccc(Cl)c3)C2)n[nH]1 (stereo not drawn)	1.0
CCn1ncc(C2=NOC(C(=O)Nc3ccc4c(c3)OCO4)C2)c1C (stereo not drawn)	3.8
Brc1ccc(/C=N/N2CCN(C3c4ccccc4-c4ccccc43)CC2)s1	19.4*
O=C(CSc1ccc(-c2cccs2)nn1)N1CCCCCC1	-2.2
CCC(=O)NC(c1ccc(N(C)C)cc1)c1c(O)ccc2ccccc12 (stereo not drawn)	1.9
COc1ccc(NC(=O)N(C)C[C@H]2Oc3ccc(NS(=O)(=O)c4ccccc4)cc3C(=O)N([C@H](C)CO)C[C@@H]2C)cc1	6.0
CC(C)S(=O)(=O)C/C(N)=N/OS(=O)(=O)c1ccc(Cl)cc1	3.4
CCC(CC)N1CCN(CCc2ccccc2)C(CCO)C1 (stereo not drawn)	3.7
CC1CCC2(CCC(=O)N2C[C@@H](O)c2ccccc2)CC1 (stereo partly drawn)	0.3
CCCCNC(=O)c1nc(C2CCN(S(=O)(=O)c3c(F)cccc3F)CC2)oc1-c1ccccc1	1.3

In the list so far, these contain fluorine.
molecule	TTR transcr act
CCn1cc(S(=O)(=O)NCCc2ccc(F)cc2)cn1	-1.9
Cc1ccc(CN2CCN(/N=C/c3cc(Br)ccc3F)CC2)cc1	-0.5
O=C(Nc1ccc(Cl)cc1)[C@@H]1[C@@H]2C(=O)N(c3cccc(F)c3)C(=O)[C@@H]2[C@H]2C=CC=NN21	2.8
Fc1ccc2nc(Nc3nc4c(F)cc(F)cc4s3)sc2c1	-1.8
O=C(NCC1CC1)c1cccc2c1C(=O)c1ccc(-c3ccc(OC(F)(F)F)cc3)cc1S2(=O)=O	-1.9
CCCCNC(=O)c1nc(C2CCN(S(=O)(=O)c3c(F)cccc3F)CC2)oc1-c1ccccc1	1.3

Other records follow.
molecule	TTR transcr act
CC(C)(C)OC(=O)NCC(=O)NCC(=O)OCc1ccccc1	0.5
Cc1ccccc1OCC(=O)O/N=C(\N)Cc1ccc(Cl)cc1	0.6
CC1CCN(c2ncnc3ccccc23)CC1	-2.4
CN(CCc1ccccn1)c1ncnc2[nH]ncc12	6.6
Cc1noc(C)c1S(=O)(=O)N(C)C[C@H]1OCc2cnnn2CCCC(=O)N([C@H](C)CO)C[C@@H]1C	0.4
O=C1OCCN1C(=O)[C@H]1[C@H](c2ccc(F)cc2)C(c2ccc(F)cc2)=NN1c1ccccc1	1.2
N#C/C(=C\c1c(N2CCCCC2)nc2ccccn2c1=O)C(=O)NCc1ccco1	-1.6
CC1=C(C)CC(C(=O)NC2CCN(C(C)C)CC2)C(C(=O)O)C1 (stereo not drawn)	1.8
O=C(Nc1c(Br)cc2c(c1Br)Cc1ccccc1-2)C(Cl)Cl	-1.0
COc1cccc(-c2nn(-c3ccc(C)cc3)cc2C(=O)N2CCN(C3CCS(=O)(=O)C3)CC2)c1 (stereo not drawn)	-0.6
CCOC(=O)C1CCN(C(=O)C2CC(=O)N(c3ccc4c(c3)OCCO4)C2)CC1 (stereo not drawn)	-0.3
Cc1cnc(NC(=O)CN2C(=O)C3CC=CCC3C2=O)s1 (stereo not drawn)	-1.5
FC(F)(F)c1ccc2c(c1)n(Cc1ccccc1)c1[n+]2CCCCC1	0.7
COc1cc(-c2nc(=S)[nH][nH]2)cc(OC)c1OC	3.4
CC(=O)Nc1ccc(NC(=O)C(C)c2cccc(C(=O)c3ccccc3)c2)cc1 (stereo not drawn)	-1.7

Molecules above that contain a COOH group (4):
molecule	TTR transcr act
CCC(C)[C@H](NC(=O)N1CCCC1)C(=O)O (stereo partly drawn)	-1.5
O=C(O)CC(NS(=O)(=O)c1ccc2c(c1)OCCO2)c1ccccc1[N+](=O)[O-] (stereo not drawn)	-0.5
O=C(O)c1ccc(COc2ccc3c(c2)CCC3)cc1	-0.2
CC1=C(C)CC(C(=O)NC2CCN(C(C)C)CC2)C(C(=O)O)C1 (stereo not drawn)	1.8

The list continues.
molecule	TTR transcr act
COc1ccc(OC)c(C(=O)c2ccc(C(=O)N3CCCCC3)cc2)c1	1.2
CCc1cccc(NC(=O)C2CC2c2ccccc2)c1 (stereo not drawn)	1.3
Cc1nn(C(=O)c2nn(C)cc2Cl)c(C)c1Br	-0.2
CCC(=O)Nc1ccc(NC(=O)c2ccc3c(c2)OCO3)cc1	0.9
COc1ccc(CN2CC(=O)N3[C@H]4c5ccccc5OC[C@@H]4[C@H](c4ccccc4)[C@]3(C)C2=O)cc1	-3.0
